Source: PubChem BioAssay
EPAC2 antagonist = EPAC2 (human) antagonism. Potency, µM (top dose mostly 114 µM), inactives show at the top dose activity, negative = inhibition, hits mostly inhibitors. 360,000 tested, 0.18% active. EPAC2 GEF exchange of Rap1B-BODIPY-GDP, fluorescence. Q8WZA2; also: potency is read from the fitted curve at half-maximal effect; % is scaled to controls: 0 for no effect and ±100 for the full control effect; nearly all actives have a fitted effect of over 45% in size; many of its hits are not listed in these tables
Target sequence (Q8WZA2 whole entry, looked up): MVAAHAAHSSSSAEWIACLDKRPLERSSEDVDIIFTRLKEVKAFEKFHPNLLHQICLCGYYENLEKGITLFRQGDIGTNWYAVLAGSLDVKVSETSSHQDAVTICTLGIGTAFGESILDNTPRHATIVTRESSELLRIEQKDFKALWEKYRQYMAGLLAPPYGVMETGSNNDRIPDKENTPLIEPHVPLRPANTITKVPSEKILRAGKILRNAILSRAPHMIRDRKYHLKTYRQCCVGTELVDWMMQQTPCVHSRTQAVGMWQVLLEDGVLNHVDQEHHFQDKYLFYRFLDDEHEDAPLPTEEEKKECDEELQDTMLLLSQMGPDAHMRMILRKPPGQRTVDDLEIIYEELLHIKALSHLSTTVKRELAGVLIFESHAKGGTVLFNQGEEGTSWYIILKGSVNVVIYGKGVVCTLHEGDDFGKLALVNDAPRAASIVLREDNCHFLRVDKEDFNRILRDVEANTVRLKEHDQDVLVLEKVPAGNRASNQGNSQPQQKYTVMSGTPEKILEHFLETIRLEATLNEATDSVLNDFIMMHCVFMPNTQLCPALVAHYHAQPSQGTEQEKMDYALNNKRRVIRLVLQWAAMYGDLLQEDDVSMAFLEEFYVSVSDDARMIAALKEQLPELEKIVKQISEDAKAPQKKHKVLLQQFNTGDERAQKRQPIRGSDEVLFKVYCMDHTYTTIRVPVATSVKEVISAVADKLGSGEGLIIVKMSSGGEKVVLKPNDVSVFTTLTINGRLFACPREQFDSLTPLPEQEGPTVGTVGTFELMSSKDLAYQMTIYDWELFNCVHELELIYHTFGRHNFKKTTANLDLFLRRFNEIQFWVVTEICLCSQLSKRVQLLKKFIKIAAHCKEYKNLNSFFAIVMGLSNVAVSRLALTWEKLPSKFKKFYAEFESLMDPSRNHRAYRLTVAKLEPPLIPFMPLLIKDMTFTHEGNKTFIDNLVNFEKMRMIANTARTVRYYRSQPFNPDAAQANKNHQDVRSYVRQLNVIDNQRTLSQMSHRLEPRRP
CCT chaperon mod = modulators of cytosolic chaperonin (CCT/TRiC) activity | purified chaperonin ATPase assay, HTRF ADP detection, 30 min | 360,000 tested, 0.3% active | activity change, % (no concentration beside the values), hits read low | AID 651819; in the data active = activity change below about -30%; also: % is scaled to controls: 0 for no effect and ±100 for the full control effect
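Nucleotide hydrolysis assay: TRiC at 20–40 nM final (set by batch activity) with 10 uM ATP, 30 min at 37 °C, in presence of 76 uM compound. Detection by competitive ADP HTRF, 30 min ambient.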
A549 viability = counter-screen for Nrf2 inhibitors: cytotoxicity in A549 cells; A549 ARE-Fluc cells, CellTiter-Fluor viability, 18-24 h; Potency, µM (series often up to 46 µM), for inactives: at the highest dose activity change, negative = cytotoxicity, usual class: inhibitors; 390,000 tested, 0.16% active; AID 504648; also: potency is read from the fitted curve at half-maximal effect; % is scaled to controls: 0 for no effect and ±100 for the full control effect
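A549 ARE-Fluc cells in 5% FBS OPTI-MEM, 5000 cells/well, rested 2 h then exposed to compounds in concentration-response for 18-24 h at 37 °C. Viability by CellTiter-Fluor fluorescence (Ex 405/Em 525) after 30 min; luciferase luminescence (BugLite, 15 min, RT) read afterwards.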
Nrf2 inh = blocks Nrf2 signaling. A549 ARE-Fluc reporter, luciferase luminescence, 18-24 h. Potency, µM (series often up to 46 µM), for inactives: at the highest dose activity change, negative = inhibition, most hits filed as inhibitors. 360,000 tested, 2.1% active. AID 504444; also: potency is read from the fitted curve at half-maximal effect; % is scaled to controls: 0 for no effect and ±100 for the full control effect; nearly all actives have a fitted effect of over 60% in size
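A549 ARE_Fluc cells (5000/well, 5% FBS OPTI-MEM) pre-incubated 2 h, then treated with compounds 18-24 h at 37C/5% CO2 in concentration-response. CellTiter-Fluor viability read first; BugLite luciferase luminescence after 15 min at room temperature gives Nrf2 activity.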
EPAC2 ag = EPAC2 (human) agonism. Potency, µM (titrated, usually from 154 µM), for the others: at the top dose activation, hits mostly activators. AID 720711. EPAC2 activation, biochemical qHTS; response scale: 100% = 6.5 mM cAMP response. 360,000 tested, 0.079% active; also: potency is read from the fitted curve at half-maximal effect; nearly all actives have a fitted effect of over 50% in size
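Readout is BODIPY fluorescence (480 nm excitation, 540 nm emission), which falls as labeled GDP is exchanged off Rap1B. EPAC2 at 100 nM acted on 250 nM RAP1B-BODIPY-GDP with 50 uM GDP present.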
Nrf2 activator = activates Nrf2 signaling | AREc32 ARE-luciferase reporter (MCF7-derived line), luminescence, 24 h | Potency, µM (series often up to 46.1 µM), inactives show at the top dose activation, usual class: activators | 410,000 tested, 0.31% active | AID 624171; also: potency is read from the fitted curve at half-maximal effect; % of control where 0% means no effect; nearly all actives have a fitted effect of over 65% in size
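ARE-driven firefly luciferase activity in AREc32 cells measured after a 24 hr compound exposure at 37 deg C, using Steady-Glo reagent and a 30 min room-temperature hold.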
Mm-Cpn inhibitor = blocks the Methanococcus maripaludis chaperonin Mm-Cpn; purified Mm-Cpn ATPase, ADP Transcreener TR-FRET; Potency, µM (top dose mostly 76.9 µM), inactives show at the highest dose activity, negative = inhibition, actives largely listed as inhibitors; 330,000 tested, 0.031% active; AID 504842; also: potency is read from the fitted curve at half-maximal effect; % is scaled to controls: 0 for no effect and ±100 for the full control effect; nearly all actives have a fitted effect of over 80% in size
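ATPase read-out: TR-FRET ADP immunoassay (anti-ADP Eu cryptate vs ADP-d2), ex 320 nm, em 590/665 nm; signal drops as ADP forms. Enzyme 25 nM, ATP 10 uM, 30 min at 37°C after 10 min compound preincubation.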
pAkt inh = inhibitors of Akt phosphorylation; Neuro2A IGF-stimulated pAkt S473 HTRF, 20 min; stronger effect = lower value; AID 651550; activity change, % for hits at 50 µM; 360,000 tested, 0.32% active; in the data active = activity change below about -80%; inconclusive = mostly about -51% to -80%; also: % is scaled to controls: 0 for no effect and ±100 for the full control effect
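Neuro2A cells (4,500/well, DMEM with 0.5% FBS) were treated with compound at a single 50 µM final concentration, stimulated with 6 nM IGF for 20 min at 37 °C, and lysed. Phospho-Akt Ser473 was read by HTRF as 665/615 ratio ×10^4.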
TGFb inhibitor = blocks TGF-b signaling. HepG2 CAGA-GFP TGF-b/SMAD3 reporter, GFP fluorescence, 18 h; TGF-beta stimulated, 500 pg/mL final. Potency, µM (highest dose often 46.1 µM), for the others: at the highest dose activity, negative = inhibition, hits mostly inhibitors. 410,000 tested, 1.2% active; also: potency is read from the fitted curve at half-maximal effect; % is scaled to controls: 0 for no effect and ±100 for the full control effect; nearly all actives have a fitted effect of over 65% in size
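Read-out: total well GFP (ex488/em500-530) summed from mean per-cell fluorescence. Cells: HEPG2 CAGA-GFP, 1% FBS DMEM, 18 h at 37 degrees C with 500 pg/mL final TGF-beta. Unstimulated wells served as the full-inhibition control; stimulated DMSO wells = 0%.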
An asterisk follows results filed as active; i = inactive; ? = inconclusive; . = no result given; & = joins results of further samples; ! = a repeat was not active; [ ] = another dose, or the depositor's remark. Unless noted, calls follow the shape of the dose curve; as a rule, active = well fitted curve in the direction sought with a large enough effect; inconclusive = small, poorly fitted or top-dose-only effect, or another doubt; inactive = no such curve, though single readings can be large; an effect the other way counts as inactive or inconclusive. The list is partial; rates above refer to the full screens.

SMILES | EPAC2 antagonist | CCT chaperon mod | A549 viability | Nrf2 inh | EPAC2 ag | Nrf2 activator | Mm-Cpn inhibitor | pAkt inh | TGFb inhibitor
CCC(=Nc1ccc(Cc2ccncc2)cc1)c1c(O)n(C)c(=O)n(C)c1=O | -1% | -0.1 | 4%&1% | -5%&-10% | 10% | -0.4% | -1% | -121%*! | 21%
COc1ccccc1Cn1cc(C(=O)c2ccc(F)cc2)c(=O)c2cc3c(cc21)OCO3 | . | . | 1% | 14% | . | -1.0% | . | . | 14%
Cc1occc1C(=O)NNC(=O)c1cccc(F)c1 | 4% | -1.3 | -11% | 5% | -2% | 0.3% | -5% | i | 14%
COc1ccc(C(=O)NC2CC2)cc1OC1CCN(Cc2cnn(C)c2)CC1 | 14% | -1.7 | 2% | 6% | 4% | 0.1% | 0% | i | -6%
O=C(CNCCO)N1N=C(c2cccs2)CC1c1cccs1 (stereo not given) | 8% | -0.3 | -2% | 12% | -3% | 0.3% | -5% | i | -17%
C/C(=N\NC(=O)c1ccccc1F)c1cccc(NC(=O)c2ccc(C)cc2)c1 | 14% | -0.6 | 2% | ? | -4% | 0.5% | -2% | i | 2%
COc1ccc(NC2CCCN(C(=O)CSc3ccncc3)C2)cc1 (stereo not given) | 12% | 2.2 | -4% | -7% | -4% | -0.7% | -2% | i | -17%
COc1ccccc1OCc1ccc(C(=O)n2nc(C)c(Cl)c2C)o1 | -3% | -3.5 | 13% | . | 9% | 0.0% | -1% | i | 7%
C[C@H]1CN([C@@H](C)CO)C(=O)CCCn2nncc2CO[C@H]1CN(C)S(=O)(=O)c1ccc(C#N)cc1 | 4% | -1.6 | . | . | 11% | 0.3% | . | i | 10%
COc1ccc(C(=O)Nc2ccc3c(c2)nc2n3CCSC2)cc1 | 7% | -0.2 | -14% | 7% | 6% | -0.7% | ? | i | 13%
COc1cc(OC)cc(C(=O)N[C@H](C(=O)NCc2ccco2)C(C)C)c1 | 0% | -1.2 | 0% | 2% | 7% | -0.4% | 1% | i | 5%
CCOc1ccc(OCC(=O)N(C)c2c(N)n(Cc3ccccc3)c(=O)[nH]c2=O)cc1 | 28% | 2.5 | 0% | 11% | 11% | 0.0% | 1% | i | -8%
O=S(=O)(c1cccc2nsnc12)N1CCOCC1 | 7% | -2.9 | 0% | 2% | 3% | -0.5% | -2% | i | -3%
O=C(NC(=S)NCCC1=CCCCC1)c1ccc(Br)o1 | 2% | 0.1 | 10% | ? | 14% | 2.2%[9.22 µM] | 0% | i | -17%
COc1cccc(C(=O)Nc2ccccc2-c2nnc(-c3cc(OC)ccc3Br)o2)c1 | . | . | 0% | -6% | . | 3.9% | . | . | 20%
O=C(Nc1nccs1)c1ccc(N2CCOCC2)c([N+](=O)[O-])c1 | -2% | -0.2 | -13% | ? | 2% | 5.2% | -1% | i | 8%
CCn1cc(/C=C(\NC(=O)c2ccc(OC)c(OC)c2)C(=O)N2CCN(C)CC2)c2ccccc21 | 0% | 1.3 | 1% | 9% | 6% | 2.7% | -27% | i | -3%
Cn1nc(C(C)(C)C)cc1C(=O)N1CCCCC1c1cc(C(=O)Nc2ccccc2Cl)no1 (stereo not given) | -13% | 1.2 | . | . | -5% | 3.1% | . | i | ?
O=C(CCc1nc2ccccc2c(=O)[nH]1)N1CCN(S(=O)(=O)c2ccccc2Br)CC1 | 10% | -3.4 | ? | ? | -4% | -1.5% | 0% | i | -29%
Cc1ccc(-n2c(=O)[nH]c3cc(C(=O)NCc4ccccc4)ccc3c2=O)cc1 | . | . | 0% | -6%[9.27 µM] | . | -1.0% | . | . | -2%
CCc1nc2oc3cc(OC)ccc3c(=O)c2c(=O)n1Cc1ccco1 | -2% | -3.2 | -17% | -15% | -1% | -0.3% | 0% | i | 0%
CCCC(=O)N1c2nc(-c3ccco3)nn2C2(CCCCC2)[C@@H]2CCCC[C@@H]21 | . | . | -4% | 2% | . | -0.1% | . | . | ?
CC(O)CC(=O)NOCc1ccccc1 (stereo not given) | 3% | -0.3 | 13% | 1% | 8% | -0.7% | 0% | i | 7%
C[C@@H]1CCCCO[C@H](CN(C)S(=O)(=O)c2cn(C)cn2)[C@@H](C)CN([C@H](C)CO)C(=O)c2cc(NC(=O)c3ccncc3)ccc2O1 | -4% | -0.3 | . | . | 0% | -0.9% | . | i | -7%
NC(=O)c1c(N)[nH]c(C(=O)c2ccccc2)c1-c1ccncc1 | 9% | 0.6 | . | . | 11% | -0.9% | . | i | .
CC1CCN(C(=O)COC(=O)CNC(=O)C23CC4CC(CC(C4)C2)C3)CC1 | -8% | 0.0 | ? | -10% | 4% | -0.4% | 0% | i | 5%
C[C@@H]1ON(C)[C@H]2C[C@H]3c4[nH]c5ccc(-c6ccc7c(c6)OCO7)cc5c4CCN3C(=O)[C@@H]12 | -7% | -1.0 | . | . | 25% | -0.4% | . | i | -27%
COCC(C)NC(=O)NC1(C(F)(F)F)Oc2ccc(Cl)cc2O1 (stereo not given) | 6% | -13 | -9% | 17% | -9% | 19% | 0% | i | -17%
Cc1ccccc1C(=O)N/N=C/c1ccc([N+](=O)[O-])s1 | 16% | 1.7 | -22% | 10µM* | -2% | -3.5% | 1% | i | ?
Cc1cc2ncn(C(=O)c3cc(-c4ccccc4)nc4ccccc34)c2cc1C | -2% | 2.3 | 1% | 3% | 4% | 0.3% | -4% | i | 20%
CCc1cccc(NC(=O)Cn2c(=O)n(CCc3ccc(OC)c(OC)c3)c(=O)c3ccccc32)c1 | . | . | 3% | 4% | . | -0.2% | . | . | -8%
O=c1cc(CO)oc(C(Nc2ccccn2)c2cccc(F)c2)c1O (stereo not given) | 2% | -0.2 | -4% | ? | 11% | 0.7% | -1% | i | -12%
O=C(NC1(c2ccccc2)CC1)C1CCC(=O)N(Cc2ccc(Cl)cc2)C1 (stereo not given) | 4% | -4.2 | 6% | 2% | -5% | -0.4% | -1% | i | -17%
O=c1c2c3c(sc2n2cnnc2n1CCc1ccccc1)CCCC3 | -3% | 0.4 | 9%[1.84 µM] | 2% | 5% | 0.1% | 3% | i | -1%
NS(=O)(=O)c1ccc(NC(=O)COC(=O)Cc2c[nH]c3ccccc23)cc1 | -3% | -4.8 | 8% | 27% | 3% | 0.7% | 0% | i | 15%
COc1cccc(NC(=O)c2oc3ccccc3c2NC(=O)C2CC2)c1 | -5% | -1.6 | -7% | ? | 26% | -0.7% | 3% | i | 16%
CCN(Cc1ccccc1)Cc1c(F)cccc1F | 10% | -1.5 | -1% | 4% | -6% | -0.3% | 3% | i | 2%
CCc1cccc2c1NC(=O)C2(O)CC(=O)c1cccs1 (stereo not given) | -1% | -1.7 | 1% | -2% | 9% | 0.4% | -2% | i | 1%
CSc1ccccc1NC(=O)c1ccc(Br)o1 | 3% | -1.5 | -5% | ? | -6% | 2.6% | 0% | i | 0%
COC(=O)c1ccc(NC(=O)CSc2nnc(COc3ccccc3)n2C)cc1 | 1% | -0.8 | -2% | . | 0% | 0.1% | -1% | i | 7%
CC(=O)Nc1ccc(NC(=O)c2ccccc2CCc2ccccc2)cc1 | -6% | -0.7 | -1% | -2% | -9% | 0.3% | 2% | i | ?
C=CCN1C(=O)N/C(=C/c2ccccc2OCC(=O)Nc2ccc(F)cc2)C1=O | -6%[57.1 µM] | 0.5 | 15% | -17% | 7% | 9.1% | -2% | i | -7%
O=c1ccc(-c2ccc(S(=O)(=O)Nc3ccccc3)o2)n[nH]1 | -7% | 0.6 | -2% | 0% | 6% | -0.1% | 1% | i | 14%
CCC(=O)Nc1c2c(nn1-c1ccc(C)cc1C)CSC2 | 21% | 2.1 | -3% | 1% | 7% | 0.1% | 2% | . | 6%
O=C(COc1ccc2c(C(F)(F)F)cc(=O)oc2c1)Nc1ccc(N2CCOCC2)cc1 | 7% | -0.5 | 0% | 16% | -2% | 0.1% | 2% | i | -1%
COc1ccccc1Oc1coc2cc(O)ccc2c1=O | -1% | -1.4 | 0% | . | 8% | 2.9% | -1% | i | 20%
CCn1ncc(Br)c1C(=O)NC1CCCCCCC1 | -4% | 2.3 | 12% | -5% | 4% | 0.2% | 2% | i | -14%
O=C(NCc1cccnc1)c1ccc(Cl)c(S(=O)(=O)Nc2ccccc2C(=O)NCc2cccnc2)c1 | 6% | 0.3 | -7% | 0% | 6% | -0.1% | 0% | i | 10%
Cc1ccc(C=C(C#N)C(=O)c2ccccc2)cc1 | -3% | -1.3 | . | . | -1% | 0.3% | . | i | -1%
COC(=O)c1cn(-c2ccccc2)nc1-c1ccccc1 | -3% | -0.2 | -7% | . | 14% | 1.3% | 0% | i | 16%

More structures
SMILES | EPAC2 antagonist | CCT chaperon mod | A549 viability | Nrf2 inh | EPAC2 ag | Nrf2 activator | Mm-Cpn inhibitor | pAkt inh | TGFb inhibitor
CC1(C)CC(NC(=O)c2ccc3c(c2)OCO3)CC(C)(C)N1 | 5% | 1.9 | 2% | 7% | 1% | -1.3% | 0% | i | -3%
O=C(c1ccc2ccccc2c1)N1CCN(Cc2ccccc2)CC1 | 3% | -2.0 | -3% | 1% | 7% | -0.2% | -2% | i | ?
Cc1cccc(OCC(=O)N2CCN(C(=O)c3ccc([N+](=O)[O-])cc3)CC2)c1 | 1% | 0.2 | 5% | 8% | 10% | 0.2% | -5% | i | 13%
COc1ccc(C/C(N)=N/n2cnnc2)cc1 | 4% | -2.7 | -3% | 4% | 7% | -0.1% | 1% | i | -3%
Cc1ccccc1C(=O)NC1CCN(Cc2nnnn2CCc2ccccc2)CC1 | 22% | -8.8 | 2% | 6% | 6% | 0.0% | 0% | i | -11%
